Assay outcomes deposited in PubChem by Sanford-Burnham Center for Chemical Genomics.
APJ agonist = APJ receptor agonism; P35414; CHO-K1 APJ PathHunter beta-arrestin, luminescence; 0% DMSO wells, 100% apelin; activation, % at 20 µM; hit rate 0.11% among 330,000; AID 2520;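 active = activation more than six SD over the plate average, tested at 20 µM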;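 note: 0% = DMSO alone and 100% = apelin-13 at 10 nM; some results filed as inactive read as strong as hits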
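Material: CHO-K1 APJ beta-arrestin complementation cell line; Input: cell density 1000 per well; Incubation: compound stimulation 90 min at 25 °C, detection 60 min; Signal: luminescence from split beta-galactosidase complementation, Galacton Star/Emerald II substrate; Controls: DMSO-only wells as negative, 10 nM Apelin-13 as positive control.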
ATG4B inh = ATG4B (human) cysteine protease inhibition. hit rate 0.51% among 340,000. ATG4B cleavage of LC3-PLA2, NBD-HPC fluorescence, 1 h. inhibition, % at 8.33 µM; in the data active = inhibition above about 40%
Target sequence (Q9Y4P1 whole entry, looked up): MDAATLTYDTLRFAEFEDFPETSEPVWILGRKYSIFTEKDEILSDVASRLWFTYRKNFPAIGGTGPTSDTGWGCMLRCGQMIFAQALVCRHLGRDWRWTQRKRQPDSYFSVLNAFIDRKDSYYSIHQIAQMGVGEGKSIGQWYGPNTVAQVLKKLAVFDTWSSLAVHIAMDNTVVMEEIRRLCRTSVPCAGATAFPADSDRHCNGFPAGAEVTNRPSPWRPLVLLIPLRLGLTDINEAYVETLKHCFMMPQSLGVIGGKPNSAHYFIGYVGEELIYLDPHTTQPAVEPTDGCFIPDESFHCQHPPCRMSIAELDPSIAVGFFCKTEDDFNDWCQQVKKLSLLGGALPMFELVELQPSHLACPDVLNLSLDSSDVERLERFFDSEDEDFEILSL
APJ antagonist = APJ receptor antagonism | CHO-K1 APJ beta-arrestin complementation, luminescence | inhibition, % at 20 µM | hit rate 0.32% among 330,000 | AID 2521;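 active = inhibition above about 40% at 20 µM, limit read from the data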;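 note: cells challenged with 10 nM apelin-13 agonist together with compound; plate controls were apelin-13 plus DMSO wells for no effect and DMSO wells lacking apelin-13 for full effect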
UBC13 inh = human UBC13 polyubiquitination inhibition. hit rate 0.47% among 330,000. UBC13 polyubiquitin chain formation, TR-FRET. inhibition, % at 20 µM. P61088. AID 485273; in the data active = inhibition above about 45%, passing the limit was not always enough
EBI2 antag = blocks human EBI2 receptor beta-arrestin signaling | EBI2 beta-arrestin recruitment, luminescence, 7a,25-OHC stimulated | AID 651636 | P32249 | hit rate 0.81% among 360,000 | inhibition, % at 5 µM; in the data active = inhibition above about 38%;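 note: enzyme fragment complementation signal reports receptor beta-arrestin coupling in cells; 0% = agonist plus DMSO wells and 100% = wells without agonist; some results beyond the cut were filed as inactive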
Target sequence (P32249 whole entry, looked up, the tested form may be a part): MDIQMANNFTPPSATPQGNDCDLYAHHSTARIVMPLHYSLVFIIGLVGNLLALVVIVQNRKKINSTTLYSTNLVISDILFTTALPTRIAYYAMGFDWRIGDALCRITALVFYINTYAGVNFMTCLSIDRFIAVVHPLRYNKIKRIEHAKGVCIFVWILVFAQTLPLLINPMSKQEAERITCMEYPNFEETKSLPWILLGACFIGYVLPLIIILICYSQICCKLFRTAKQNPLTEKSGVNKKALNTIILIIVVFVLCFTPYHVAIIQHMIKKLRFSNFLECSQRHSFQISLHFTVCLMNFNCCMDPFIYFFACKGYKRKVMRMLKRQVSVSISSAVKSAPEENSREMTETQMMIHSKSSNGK
CCR6 antagonist = blocks CCL20-driven beta-arrestin recruitment at human CCR6; inhibition, % at 20 µM; hit rate 0.49% among 340,000; CHO-K1 CCR6 PathHunter beta-arrestin, luminescence, CCL20-stimulated; AID 493098; P51684;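 active = compounds whose inhibition of the agonist-driven luminescence signal at 20 µM reaches about 50%, limit read from the data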;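 note: cells stimulated with CCL20 at 14 nM final; plate controls were DMSO with CCL20 for no effect and DMSO without agonist for full effect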
CXCR6 inh = CXCR6 (human) receptor inhibition; CHO-K1 PathHunter CXCR6 beta-arrestin, luminescence; hit rate 0.36% among 360,000; AID 602244; inhibition, % at 20 µM; in the data active = inhibition above about 34%, passing the limit was not always enough;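 note: antagonist mode with CXCL16 agonist at 10 nM final; 0% = 10 nM CXCL16 with DMSO and 100% = unstimulated wells without agonist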
Target sequence (O00574 whole entry, looked up): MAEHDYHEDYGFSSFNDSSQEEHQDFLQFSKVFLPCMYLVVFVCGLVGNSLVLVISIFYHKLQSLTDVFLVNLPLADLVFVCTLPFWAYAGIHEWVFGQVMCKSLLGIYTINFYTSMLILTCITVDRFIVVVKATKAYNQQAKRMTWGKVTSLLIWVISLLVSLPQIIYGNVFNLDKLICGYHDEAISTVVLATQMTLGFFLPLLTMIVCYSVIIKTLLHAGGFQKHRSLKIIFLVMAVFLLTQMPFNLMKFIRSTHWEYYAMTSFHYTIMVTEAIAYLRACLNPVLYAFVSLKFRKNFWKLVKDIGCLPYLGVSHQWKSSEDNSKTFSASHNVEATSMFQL
Gli-Sufu block = Gli-Sufu pathway antagonism. Sufu-KO-LIGHT fibroblasts, Gli luciferase reporter luminescence. inhibition, % at 5 µM. hit rate 0.74% among 340,000;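 active = inhibition above about 55%, limit read from the data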;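 note: 0% = DMSO-treated cells and 100% = wells with medium but no cells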
* marks the source's active call; other numbers are inactive results; / = no result given.

SMILES | APJ agonist | ATG4B inh | APJ antagonist | UBC13 inh | EBI2 antag | CCR6 antagonist | CXCR6 inh | Gli-Sufu block
COc1ccccc1-c1sc2ccccc2c1-c1ccc2c(c1)OCCO2 | -4 | 8 | 7 | 24 | -1 | 11 | 10 | 0
CC1CCN(S(=O)(=O)c2cn(CC(=O)Nc3cccc(C#N)c3)cn2)CC1 | -1 | 0 | 3 | 17 | -6 | 16 | -8 | /
CC1CCN(S(=O)(=O)c2ccc3c(c2)CCN3C(=O)C2CCC2)CC1 | 4 | 1 | 2 | -4 | -6 | 17 | -5 | 8
O=C(O)c1cscn1 | -6 | -15 | -4 | -16 | 2 | 5 | 5 | 1
O=C(NCc1nc2ccccc2[nH]1)c1cccs1 | -3 | -1 | 3 | -3 | -6 | -2 | 2 | -7
CCC(C)NC(=O)c1cn(CC)c2cc(N3CCN(C)CC3)c(F)cc2c1=O (centres undefined) | -4 | -15 | 0 | -6 | 15 | 4 | 5 | 1
NC(=O)Cn1c(=O)n(Cc2ccco2)c(=O)c2c3c(sc21)CCCCC3 | -4 | 8 | -2 | 15 | 4 | 21 | -5 | -14
Cc1cc(C(=O)CSc2nc3ccccc3c(=O)[nH]2)c(C)n1C | -3 | -6 | 15 | 2 | 6 | 7 | -7 | -23
COc1ccc(CCNC(=O)C2COc3ccccc3O2)cc1OC (centres undefined) | / | 6 | / | / | -7 | 4 | 3 | -24
COc1cc(OC)nc(Oc2ccc(NC(C)=O)cc2)n1 | -4 | -5 | -3 | 3 | -1 | -1 | 1 | 3
CCOc1ccccc1NC(=O)CSc1nnc2ccc(-c3ccncc3)nn12 | -3 | -8 | 1 | 0 | 4 | 8 | 4 | -8
COc1ccccc1/C=C/CN1CCOCC1 | -4 | -9 | 15 | 13 | -12 | 4 | -8 | 4
COc1ccc(N=Nc2cc(C)ccc2O)cc1 | -3 | 1 | 6 | -20 | 12 | 14 | 12 | -75
CC(Sc1nnc(Cc2ccccc2)n1C)C(=O)NC1CC1 (centres undefined) | 3 | -3 | -11 | -13 | -1 | 1 | 2 | 4
CCN(CC)S(=O)(=O)c1ccc(C(=O)NC(=S)N(CCC#N)Cc2cccnc2)cc1 | -2 | -5 | 17 | 14 | -6 | -8 | 3 | -3
O=C(CSc1nnc(-c2ccc(Cl)s2)o1)N1CCCc2ccccc21 | / | 5 | / | / | -1 | 14 | 10 | 4
CC(C)n1cnc2c(NCc3ccccc3)nc(NCc3ccccc3)nc21 | -5 | 13 | 21 | 20 | 8 | 13 | 0 | 3
COc1ccc(/C=C2\SC(=S)N(CCCC(=O)Nc3ccccn3)C2=O)cc1OC | -3 | -24 | 19 | -17 | 5 | 15 | 1 | 8
Oc1ccccc1N=Nc1nc(-c2ccccc2)c(-c2ccccc2)[nH]1 | -12 | 13 | 62* | -177 | 0 | 70* | 33 | 93*
CCCc1cc(=O)[nH]c(SCC(=O)c2ccc3c(c2)OCCO3)n1 | 2 | -7 | -14 | 6 | -4 | 10 | 2 | /
O=C1c2ccccc2C(=O)N1CCc1c[nH]c2ccccc12 | -1 | 0 | 12 | -3 | 23 | 9 | 10 | -94
CC1CN(c2nn3c(=O)c4ccccc4nc3c3ccccc23)CC(C)O1 (centres undefined) | -3 | -13 | -2 | -14 | 3 | -36 | -2 | -8
COc1ccc(CC(=O)NN2C(=O)c3ccccc3C2=O)cc1 | -1 | 1 | 2 | 0 | -12 | 2 | -4 | -3
NS(=O)(=O)c1ccc(CCNC(=O)CCCn2ncn3c(cc4occc43)c2=O)cc1 | -4 | 5 | 4 | 1 | -3 | -7 | 3 | -8
CCN1CCCC1Cn1cnc2c([nH]c3cc(OC)ccc32)c1=O (centres undefined) | -1 | -17 | 2 | 9 | -9 | 24 | 2 | 1
CC(C)(C)C(=O)NNC(=O)c1cc(C(C)(C)C)nn1Cc1ccccc1 | -1 | 0 | 1 | 1 | 8 | 4 | 2 | 2
Cc1nc2ccc(S(=O)(=O)NCC(=O)N3CCc4ccccc43)cc2s1 | 0 | -6 | -10 | 3 | -4 | -7 | -36 | -58
Cc1cccc(/N=C/c2c(O)c3ccccc3oc2=O)n1 | -2 | 3 | 9 | 5 | 2 | -21 | -7 | -5
O=Cc1cc(OCc2ccccc2)ccc1[B-](F)(F)F | / | 1 | / | / | 10 | -18 | -10 | -14
COc1ccc(C2=NN(C(=O)CSc3ncccn3)C(c3ccc(OC)cc3)C2)cc1 (centres undefined) | 1 | -8 | -9 | 6 | 4 | 20 | 1 | 1
Cc1noc(C)c1S(=O)(=O)N(CC(=O)Nc1ccc2c(c1)OCCO2)c1ccc(C(C)C)cc1 | 0 | 12 | -12 | 5 | 11 | -6 | 3 | 9
NN=C1C(=O)c2cccc3cccc1c23 | / | -6 | / | / | -54 | 9 | -14 | 7
COCc1nc2sc(C)c(C)c2c(=O)[nH]1 | 3 | -3 | 16 | -4 | -7 | 11 | -8 | 6
CCC(=O)Nc1nc(NCc2ccccc2OC)n(-c2ccccc2)n1 | -1 | -4 | -15 | 0 | -6 | -5 | 8 | 10
C/C(=N/NC(=O)CNS(=O)(=O)c1ccccc1)c1ccc(Br)cc1 | -3 | -9 | 2 | 6 | -18 | 6 | 0 | 4
COc1ccccc1NC(=O)CCSc1nnc(-c2ccncc2)o1 | 0 | -7 | -22 | 2 | 8 | -6 | 7 | 3
CCOc1cc(S(=O)(=O)N2CCN(c3ccc(F)cc3)CC2)c(OCC)cc1-n1cnnn1 | -5 | -4 | 12 | -9 | 3 | 5 | 4 | 4
COc1cccc(-c2nn(C)c3sc(C(=O)N4CCN(c5ccccn5)CC4)cc23)c1 | 1 | -21 | -11 | 12 | 13 | -7 | -6 | 8
O=C(CSc1nnc(-c2ccncc2)o1)Nc1ccc(F)c(F)c1 | -4 | 1 | 2 | 0 | -14 | 0 | 4 | -2
Cc1cc(C)c(C(=O)COC(=O)CNC(=O)c2ccccc2C)c(C)c1 | -7 | 9 | 1 | -7 | -3 | 10 | 3 | -4
O=C(COC(=O)c1ccccc1)Nc1ccccc1Sc1ccccc1 | -2 | -6 | 5 | -3 | -8 | 1 | 3 | -18
Cc1ccc2ccc(S(=O)(=O)NCc3ccco3)cc2c1 | -1 | 10 | -6 | -8 | 1 | 5 | 0 | 17
CCN1CCN(C(=O)c2ccccc2N(Cc2ccccc2)S(=O)(=O)c2ccc(C)cc2)CC1 | -5 | -13 | -3 | 13 | -3 | -2 | 8 | 18
COc1ccc(CN2C(=O)C(C)=C(C)C2OC)cc1 (centres undefined) | 1 | 5 | 16 | -5 | -6 | -2 | -2 | -3
OCCC1CN(C2CCN(c3ccccc3F)CC2)CCN1Cc1ccccc1 (centres undefined) | -6 | -7 | 10 | -4 | -4 | 7 | -1 | 14
COc1ccccc1-c1n[nH]c(=S)o1 | -4 | -12 | 5 | 33 | 0 | 10 | 5 | 1
Cc1ccc2cc(CN(Cc3ccco3)C(=O)C3CCCCC3)c(=O)[nH]c2c1C | -1 | -10 | -17 | -4 | 0 | 10 | 2 | 8
O=C(CSC(=S)N1CCCC1)N/N=C/c1c(O)[nH]c(=S)[nH]c1=O | -4 | -11 | 10 | 9 | -2 | 4 | 2 | 4
Clc1ccc(-c2ncc3ccccn23)c(Cl)c1 | -3 | 6 | 9 | 5 | -14 | 4 | 2 | 13
CCOC(=O)CCc1c(C)c(C#N)c2nc3ccccc3n2c1-n1ccnc1 | 0 | -7 | 10 | 2 | -3 | 12 | 0 | 0

More entries follow:
SMILES | APJ agonist | ATG4B inh | APJ antagonist | UBC13 inh | EBI2 antag | CCR6 antagonist | CXCR6 inh | Gli-Sufu block
Cc1oc(CC(C)C)cc1C(=O)NCCCC(=O)O | -3 | -9 | 19 | 0 | -8 | 0 | -3 | -5
CC(C)[C@H](NC(=O)OCc1ccccc1)C(=O)OCC(=O)NC1CCCCC1 | 1 | 6 | 13 | -1 | 1 | 2 | 3 | 4
Nc1nc(=S)c2ncn(C3CCCCC3)c2[nH]1 | / | 1 | / | / | 4 | 1 | -1 | -4
CCOC(=O)C1(Cc2cccc(OC)c2)CCN(CC(O)CO)CC1 (centres undefined) | -1 | -12 | -5 | 15 | -4 | 12 | 4 | 1
Cc1cccc(-n2ncc3c2CCCC3NC(=O)CCN2CCCCO2)c1C (centres undefined) | 4 | -5 | 0 | 7 | -3 | 5 | -7 | 18
COc1ccccc1NCC(=O)N1CCN(S(=O)(=O)c2ccccc2)CC1 | -3 | -41 | 4 | -3 | -3 | 5 | -10 | -13
Cc1c(CC(=O)NCCC(=O)O)c(=O)oc2cc3occ(-c4ccccc4)c3cc12 | -5 | 0 | 13 | -2 | -5 | 6 | -6 | 20
O=C(CCNS(=O)(=O)c1ccc(Br)cc1)NC1CCCCC1 | -2 | -1 | 2 | -2 | 3 | 15 | 3 | -1
COC(=O)CCC(=O)NN1C(=O)c2ccccc2C1=O | -3 | -1 | 9 | -8 | -3 | 0 | -4 | -8
CC(C(=O)NN=C(c1ccccc1)c1ccccc1)N1CCCC1 (centres undefined) | -1 | 8 | 12 | 5 | 1 | 9 | -3 | 7

Full records, looked up by structure:
COC(=O)CCC(=O)NN1C(=O)c2ccccc2C1=O reads APJ agonist = -3; ATG4B inh = -1; APJ antagonist = 9; UBC13 inh = -8; EBI2 antag = -3; CCR6 antagonist = 0; CXCR6 inh = -4; Gli-Sufu block = -8
CCOC(=O)C1(Cc2cccc(OC)c2)CCN(CC(O)CO)CC1 (centres undefined) reads APJ agonist = -1; ATG4B inh = -12; APJ antagonist = -5; UBC13 inh = 15; EBI2 antag = -4; CCR6 antagonist = 12; CXCR6 inh = 4; Gli-Sufu block = 1

Next part.
SMILES | APJ agonist | ATG4B inh | APJ antagonist | UBC13 inh | EBI2 antag | CCR6 antagonist | CXCR6 inh | Gli-Sufu block
COc1ccc(NC(=O)c2cccc3c2C(=O)c2ccc(-c4ccc(F)cc4OCc4ccccc4)cc2S3(=O)=O)cc1 | -2 | -4 | 5 | -15 | -4 | 2 | 15 | 7
O=C(O)c1cc(S(=O)(=O)N(Cc2ccccc2)c2ccc(Cl)cc2)ccc1Cl | -3 | 15 | 25 | 2 | 10 | 1 | -1 | -6
O=C(Cn1ncn2nc(-c3ccccc3)cc2c1=O)NCc1ccccn1 | 8 | -3 | -26 | 7 | -7 | 0 | -3 | 3
Cc1ccc(C(=O)Nc2cccc(N3C(=O)C4CCC(C)CC4C3=O)c2)cc1 (centres undefined) | 0 | 6 | -2 | 6 | 0 | 4 | 2 | -9
O=C(CSc1nnc(-c2ccncc2)o1)Nc1nncs1 | -1 | 1 | 2 | 0 | -2 | -10 | -3 | -17
O=C(NCCc1ccc2c(c1)OCCO2)c1ccccn1 | 2 | -7 | -8 | 6 | -1 | 7 | 10 | -11
COc1cc(OC)cc(C(=O)NC2CCCCCCC2)c1 | -2 | -3 | -4 | -1 | 6 | 4 | 9 | -5
OCCC1CN(Cc2cccc(OC3CCCC3)c2)CCN1Cc1ccsc1 (centres undefined) | -2 | 0 | 10 | 6 | 11 | 11 | 4 | 26
CN(C)/C=N/c1sc2c(c1C#N)CCC2 | 4 | -5 | -8 | 11 | 9 | 0 | -6 | -8
CC(=O)Nc1ccc(N2CCOCC2)c([N+](=O)[O-])c1 | -7 | 2 | -28 | -10 | 1 | 11 | 6 | 10
Clc1cccc(N2CCN(CCCN3CCN(c4ccccc4)CC3)CC2)c1 | / | -11 | / | / | 6 | 11 | -1 | 9
COc1ccc(Cl)cc1NS(=O)(=O)c1cccc(C(=O)NCC(c2ccco2)N2CCCC2)c1 (centres undefined) | -2 | 3 | 10 | -9 | -11 | 5 | -6 | 11
CCOc1nc(-c2ccc(C)cc2)ccc1-c1noc(COC)n1 | -4 | 10 | -4 | 14 | 20 | 7 | 2 | 29
O=C1[C@H]2[C@@H](C(=O)N1c1cccc3ccccc13)C1(C(=O)c3ccccc3C1=O)N1CCC[C@@H]21 | -5 | -21 | -7 | 4 | 1 | 15 | -2 | 3
